PAFAH2 FP inh: PAFAH2 (human) inhibition. AID 492956. recombinant PAFAH2, FP-rhodamine activity probe, fluorescence polarization. Q99487. inhibition, % at 3.39 µM. 0.99% of 340,000 active;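 active means inhibition above the mean over all tested compounds plus 3 SD, cut at about 30% in these data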;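 further: inhibitors block probe labeling of enzyme so polarization drops; 0% = enzyme with DMSO and 100% = wells lacking PAFAH2 protein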
PAFAH1B2 FP inh: blocks human PAF acetylhydrolase 1b catalytic subunit 2 | AID 492953 | recombinant PAFAH1B2, FP-rhodamine activity probe, fluorescence polarization | 1.2% of 340,000 active | P68402 | inhibition, % at 3.39 µM;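 active means inhibition above the mean of all tested compounds plus 3 SD, cut at about 24% in these data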;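 further: 0% = enzyme with DMSO and 100% = wells lacking PAFAH1B2; many of its hits are not listed in these tables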
PAD4 inh: inhibitors of human PAD4. inhibition, % at 6.36 µM. 0.41% of 330,000 active. Q9UM07. AID 485272. recombinant PAD4, RCA probe fluorescence polarization;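 active means percent inhibition above a cutoff equal to the mean of all tested compounds plus 3 SD, cut at about 15% in these data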;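 further: 0% = PAD4 with RCA probe and DMSO and 100% = probe without PAD4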
GSTO1 counter: counter-screen for RBBP9 inhibitors: inhibitors of human GSTO1 | P78417 | inhibition, % at 5.96 µM | recombinant GSTO1, activity-based probe fluorescence polarization | 1.1% of 300,000 active;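 active means inhibition above the campaign mean inhibition plus 3 SD, cut at about 35% in these data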;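 further: 0% = GSTO1-1 with DMSO and 100% = wells lacking GSTO1-1 enzyme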
pPAFAH inh: pPAFAH (human) enzyme inhibition. Q13093. recombinant pPAFAH, FP-rhodamine probe fluorescence polarization. inhibition, % at 3.39 µM. 1.5% of 330,000 active. AID 463082;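 active means inhibition above the mean inhibition across the screen plus 3 SD, cut at about 25% in these data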;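 further: inhibitors block binding of the rhodamine activity-based probe so polarization drops; 0% = enzyme with DMSO and 100% = wells lacking pPAFAH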
PME-1 primary: blocks human protein phosphatase methylesterase 1 | Q9Y570 | recombinant PME-1, FP-Rh probe fluorescence polarization | inhibition, % at 5.9 µM | 0.53% of 320,000 active | AID 2130;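 active means inhibition above the campaign mean of all compounds plus 3 SD, cut at about 26% in these data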;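 further: competitive labeling of PME-1 active site by serine hydrolase directed probe; 0% = PME-1 with DMSO and 100% = wells lacking PME-1 enzyme; inhibitors block probe labeling so polarization falls and inhibition rises; many of its hits are not listed in these tables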
Target sequence (Q9Y570 whole entry, looked up): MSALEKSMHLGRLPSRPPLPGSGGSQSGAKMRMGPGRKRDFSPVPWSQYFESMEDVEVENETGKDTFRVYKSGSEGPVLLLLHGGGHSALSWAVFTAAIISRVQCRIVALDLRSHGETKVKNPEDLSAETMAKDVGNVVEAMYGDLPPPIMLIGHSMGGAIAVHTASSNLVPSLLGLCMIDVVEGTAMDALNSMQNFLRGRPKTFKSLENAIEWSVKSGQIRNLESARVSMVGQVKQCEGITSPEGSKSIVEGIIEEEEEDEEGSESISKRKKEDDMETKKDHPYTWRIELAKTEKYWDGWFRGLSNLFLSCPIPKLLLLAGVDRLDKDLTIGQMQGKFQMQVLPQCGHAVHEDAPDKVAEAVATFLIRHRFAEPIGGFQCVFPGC
PAFAH1B3 inh: blocks human PAF acetylhydrolase 1B catalytic subunit 3. 0.28% of 340,000 active. inhibition, % at 3.39 µM. Q15102. recombinant PAFAH1B3, FP-rhodamine probe, fluorescence polarization;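 active means inhibition above the screen-wide average of all tested compounds plus 3 SD, cut at about 25% in these data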;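 further: 0% = enzyme with DMSO only and 100% = wells lacking PAFAH1B3 protein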
Target sequence (Q15102 whole entry, looked up): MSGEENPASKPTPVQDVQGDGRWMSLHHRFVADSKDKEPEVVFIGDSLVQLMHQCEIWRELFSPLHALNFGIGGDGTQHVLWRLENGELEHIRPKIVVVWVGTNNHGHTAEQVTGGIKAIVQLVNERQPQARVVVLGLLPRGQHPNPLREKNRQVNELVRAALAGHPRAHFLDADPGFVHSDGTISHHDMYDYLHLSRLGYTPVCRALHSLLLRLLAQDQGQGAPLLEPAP
Fam108B counter: counter-screen for RBBP9 inhibitors: inhibitors of mouse Fam108B. recombinant Fam108B, FP-Rh probe fluorescence polarization. 0.33% of 300,000 active. inhibition, % at 9.51 µM;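 active means inhibition above the screen mean inhibition plus 3 SD, computed separately per campaign, cut at about 18% in these data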;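 further: inhibitors lower polarization as less probe binds the enzyme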
LYPLA1 inh: counter-screen for PME1 inhibitors: inhibitors of human LYPLA1; O75608; recombinant LYPLA1, FP-Rh probe fluorescence polarization; inhibition, % at 5.9 µM; 0.16% of 320,000 active; AID 2174;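 active means inhibition above the mean of all tested compounds plus 3 SD, set per campaign, cut at about 14% in these data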;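 further: inhibitors block serine hydrolase probe labeling of LYPLA1 so polarization falls; 0% = enzyme with DMSO and 100% = wells lacking LYPLA1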
Target sequence (O75608 whole entry, looked up): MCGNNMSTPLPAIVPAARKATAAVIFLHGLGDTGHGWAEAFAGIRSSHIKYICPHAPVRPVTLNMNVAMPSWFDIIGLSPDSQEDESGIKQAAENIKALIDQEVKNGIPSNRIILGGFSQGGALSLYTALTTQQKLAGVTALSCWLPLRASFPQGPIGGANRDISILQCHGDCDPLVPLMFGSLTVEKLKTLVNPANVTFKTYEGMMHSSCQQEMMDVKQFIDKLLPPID
* hit, by the source's call; · = not tested or not shown. This is a subset; rates above refer to the full screens.

Each structure is followed by: PAFAH2 FP inh	PAFAH1B2 FP inh	PAD4 inh	GSTO1 counter	pPAFAH inh	PME-1 primary	PAFAH1B3 inh	Fam108B counter	LYPLA1 inh
- Cn1c(=O)[nH]c(=O)c2c1nc(Br)n2CC(O)COCc1ccccc1 (centres undefined)
  7.5	2.1	-1.2	-2.3	-0.3	1.8	-2.7	0.5	-3.1
- CC(C)(C)SCCNS(=O)(=O)c1ccc2ccccc2c1
  -6.6	19.2	-2.5	1.1	12.2	1.8	5.1	4.1	-2.1
- COC(=O)c1ccc2c(c1)C(C)(C)C(/C=C/c1ccccc1O)=[N+]2C
  -209.6	-107.8	-114.4	-200.1	-184.1	-303.2	-223.2	-144.4	-158.1
- O=C(CNc1ccc(Cl)cc1)NNC(=S)NCc1ccccc1
  -4.1	9.1	-0.8	11.2	5.3	-8.1	1.1	1.3	-0.1
- CCSC1=NCCN1C(=O)C(C)(C)Oc1ccc(Cl)cc1
  7.1	3.0	0.5	2.1	2.0	7.6	2.1	0.5	-0.3
- COc1ccc(CNC(=O)C[C@H]2C(=O)N(Cc3ccc(OC)cc3)C[C@@H]2Cc2ccccc2)cc1
  -2.0	2.2	-2.1	1.2	2.8	4.9	4.4	0.6	-0.8
- CC(=O)NC(C)C(=O)OCC(=O)Nc1ccc(Br)cc1 (centres undefined)
  8.4	1.4	0.6	3.2	4.1	-0.2	6.6	-3.6	-2.8
- O=C(Nc1ccc(OCc2ccccc2)cc1)Nc1cccnc1
  3.7	5.4	-3.4	-0.6	-0.3	2.0	8.6	-0.2	-1.3
- O=C(NC12CC3CC(CC(C3)C1)C2)N1CCCC(CO)C1 (centres undefined)
  1.6	2.3	-3.8	5.3	0.2	-7.0	6.4	1.5	-0.6
- CCOc1ccc(N/C(C)=C\C(=O)c2ccc3c(c2)OCCO3)cc1
  5.9	1.7	-1.8	-2.1	0.5	5.0	5.2	0.8	-0.6
- Cc1ccc(Nc2n[nH]c(C)c2[N+](=O)[O-])c(C)c1
  1.3	0.5	5.0	7.7	4.4	-0.1	4.3	0.8	3.1
- CCN(CC(=O)NCc1ccc(Cl)cc1)C(=O)CSc1cccc(C(F)(F)F)c1
  4.3	17.3	1.8	0.6	8.4	-2.9	11.1	5.0	1.6
- CC1(c2ccc3noc(-c4ccc(F)cc4)c3c2)OCCO1
  -1.2	3.7	0.2	8.3	5.0	-1.5	6.2	-1.6	1.9
- Cc1ccc(/C=C2\Sc3ccccc3C2=O)s1
  -3.0	-9.2	-9.5	-9.3	12.5	6.5	-5.4	-8.2	-0.1
- Nc1nonc1C(=O)N1CCCC1
  -3.2	2.0	-1.4	0.9	1.3	10.8	11.3	3.8	-2.0
- COc1ccc(OC)c(C2CC(=O)N3CN(c4ccccc4F)CSC3=C2C#N)c1 (centres undefined)
  -4.3	-2.8	2.6	5.7	-0.1	-2.6	-4.0	-0.8	-0.1
- CCC(Sc1nc(-c2ccccc2)c(C#N)c(=O)[nH]1)C(=O)Nc1cc(C)on1 (centres undefined)
  -1.0	0.9	1.2	-12.2	-0.5	-1.6	-2.9	4.2	-2.0
- CCCCc1c(C)[nH]c2nc3ccccc3n2c1=O
  9.0	3.8	-0.3	-4.6	1.0	-3.3	11.6	-1.5	1.4
- Cc1ccc(-n2c3c(cc(C(=O)NC4CCSC4=O)c2=O)C(=O)CCC3)cc1 (centres undefined)
  0.6	5.4	-6.1	-2.8	2.8	-1.2	-1.9	2.0	0.7
- COc1ccc(-c2cc(C(=O)N(C)CC(=O)Nc3ccccc3Br)c3ccccc3n2)cc1OC
  3.6	-1.7	4.6	-7.4	2.9	2.5	-2.9	-1.3	-3.8
- Cc1cc(C)cc(N(CC(=O)NCC2CCCO2)S(=O)(=O)c2c(C)noc2C)c1 (centres undefined)
  7.6	-0.5	-2.7	-3.4	3.5	-4.8	-3.2	2.9	-1.8
- O=C(O)/C=C/c1ccc(-c2cccc(C(F)(F)F)c2)o1
  3.5	-3.6	-5.5	3.0	7.0	-2.7	8.1	-0.6	0.3
- CCN(CC(=O)Nc1cc(Cl)ccc1C)C(=O)CCS(=O)(=O)c1ccc(Cl)cc1
  -4.2	15.2	4.8	9.6	13.1	7.3	-0.7	-0.2	2.7
- CC1C(c2ccccc2)=[N+]([O-])C2(CCCC2)N1O (centres undefined)
  7.8	5.7	2.0	-1.4	-3.8	-10.2	7.2	-5.4	-3.2
- COc1cc(C(=O)NCCCNc2ccc([N+](=O)[O-])cc2)cc(OC)c1OC
  10.9	3.4	-1.2	6.2	-1.4	-4.3	7.6	4.8	-1.6
- CN(C)c1ccc(NC(=O)COC(=O)Cn2nnc3ccccc32)cc1
  4.3	-3.3	-5.9	-0.6	5.1	1.2	11.2	-8.7	2.6
- COc1ccc(-c2csc(-c3cccs3)n2)c(OC)c1
  -2.2	2.8	1.6	-0.9	3.3	4.7	-0.5	1.3	1.8
- CN(C)C=NC(=O)c1cn(-c2ccc(F)cc2)c(=O)c2ccccc12
  -2.8	2.3	-2.0	4.7	-1.2	1.4	12.0	-0.1	-1.3
- CCCn1nc(-c2nnc(-c3ccc(C)c(C)c3)o2)c2ccccc2c1=O
  0.5	2.4	0.2	-0.8	1.0	-1.5	4.5	-1.4	-0.2
- CCN(CCNC(=O)C1CCCN(S(=O)(=O)CC)C1)c1ccccc1 (centres undefined)
  5.1	1.9	-0.3	6.5	3.3	-3.8	-2.9	1.4	0.1
- Cc1cccc(NC(=O)Cn2c(=O)n(C)c3ccccc32)c1
  0.4	3.0	-0.6	-0.4	1.3	-3.2	3.6	3.5	1.1
- CCOC(=O)c1ccc(NC(=O)c2ccc3c(c2)OCO3)cc1
  3.5	8.4	0.0	-1.6	-0.1	-18.1	9.4	-0.1	-3.2
- Cc1ccc(NC(=O)CN2CCN(Cc3ccccc3)CC2)cc1Cl
  3.3	3.9	-4.1	-4.7	7.5	0.8	1.4	-5.0	0.9
- COc1ccc(NC(=O)C(Br)C(C)C)cc1 (centres undefined)
  0.7	3.4	-0.1	5.5	5.7	-10.4	3.9	0.8	-2.2
- O=C(NC1CCCCC1)C(c1cccs1)N(CC1CCCO1)C(=O)c1csnn1 (centres undefined)
  0.8	7.9	-3.6	5.8	1.5	6.5	12.1	1.6	3.8
- COc1cccc(NC(=O)CSc2nnc(-c3ccc(C)cc3)o2)c1
  -10.9	9.2	0.3	-2.0	-3.0	-3.6	4.7	-3.1	0.2
- Cc1c(/C(O)=C2/C(=O)C(=O)N(Cc3cccnc3)C2c2cccs2)cnn1-c1ccccc1 (centres undefined)
  9.2	7.3	-6.3	1.0	1.0	-0.1	0.0	-2.8	-7.1
- CC(=O)Nc1ccc(NC(=O)Cn2c(=O)n(-c3ccc(F)cc3)c(=O)c3oc4ccccc4c32)cc1
  4.9	0.6	-1.4	-6.3	-6.9	-0.2	0.6	-3.3	-2.2
- CCn1c(-c2ccc[nH]c2=O)nc2ccccc21
  0.1	1.2	1.9	-2.3	4.4	-3.4	0.1	0.1	-3.4
- CCC(C)NC(=O)CS(=O)Cc1nc(-c2ccccc2C)oc1C (centres undefined)
  4.5	-1.5	-0.1	5.2	4.6	-2.8	-4.1	-4.2	-0.8
- O=C(Cc1ccc(-n2cccc2)cc1)N1CCN(c2ccccc2F)CC1
  -6.2	0.5	-1.4	-0.5	3.2	-4.6	1.7	-0.7	0.5
- O=C1c2ccccc2[C@@H]2C[C@@H](O)[C@H](Nc3ccccc3-c3ccccc3)CCN12
  -1.1	6.4	1.4	·	4.2	·	2.1	·	·
- CN(C)CC(C)(C)CNS(=O)(=O)c1cccc2nsnc12
  5.4	3.5	3.4	0.8	6.2	3.7	1.7	-3.5	-1.4
- CCOC(=O)N1CCN(S(=O)(=O)c2cc([N+](=O)[O-])ccc2C)CC1
  -0.6	4.8	-1.9	11.2	4.8	12.2	4.6	1.8	0.0
- C=CCN1C(=O)C2C(C(=O)NC3CCCC3)C3C=CC2(O3)C1C(=O)NC1CCCC1 (centres undefined)
  1.4	-0.8	-5.0	6.2	2.0	-1.7	8.5	-0.9	-2.7
- COc1cccc(CN(C(=O)c2cc3ccccc3oc2=O)C2CC2)c1
  -4.3	-0.7	-0.3	10.4	1.5	-1.4	6.8	-0.5	1.5
- O=C(COC(=O)c1cc(Cl)ccc1[N+](=O)[O-])Nc1cccc2ccccc12
  22.5	-0.3	0.4	-0.1	9.6	2.2	9.6	1.5	1.4
- CCN(CC)C(=O)COc1cc(C)c(Cl)c(C)c1
  1.9	-5.1	0.6	-0.5	3.1	2.4	2.0	4.1	1.3
- COC(=O)C1(Cc2ccc(O)cc2)OC(=O)C(O)=C1c1ccc(O)cc1 (centres undefined)
  19.8	1.7	1.4	24.4	11.0	2.6	5.2	4.2	-3.2
- Cc1ccc(OCc2nnc(SCC(=O)Nc3sc(C)c(C)c3C#N)n2C)cc1
  -6.7	0.4	3.2	-0.6	1.9	-1.6	-6.2	4.2	-1.9
- COc1ccc2nc(SCC(=O)NCC3CCCO3)c(C#N)cc2c1 (centres undefined)
  6.1	2.7	-1.8	-2.0	-0.6	-6.4	7.8	1.6	0.7
- O=C(NCc1cccs1)c1ccccc1C(=O)NCc1cccs1
  0.3	2.7	-3.6	-0.3	3.2	3.3	8.0	-0.7	-1.0
- CCC(C)n1c(SCC(=O)Nc2ccccc2C(F)(F)F)nc2ccsc2c1=O (centres undefined)
  -3.6	2.6	3.9	-0.6	4.5	6.7	1.6	1.9	-5.2
- CCCN(CCC)C(=O)NC1CC(=O)N(c2ccc(OC)cc2)C1 (centres undefined)
  8.4	2.4	-4.4	5.5	2.9	-1.9	2.6	1.6	-1.3
